CHO-K1 Ca ag: M1 agonist counterscreen hit in parental CHO-K1 cells. Fluo-8 calcium fluorescence; scaled to maximal ATP response, vehicle zero. 0.48% of 360,000 active. AID 602248. activation, % at 3 µM; in the data active = activation above about 15%;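 also: untransfected CHO-K1 host cells lacking M1 receptor as counterscreen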
CHRM1 antagonist: human CHRM1 antagonism. CHO-K1 hM1, Fluo-8 calcium fluorescence, ACh EC80 antagonist. inhibition, % at 3 µM. 1.3% of 360,000 active;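 active = percent inhibition above its own plate's cutoff, namely the mean of that plate's compound wells plus 3 SD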;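 also: peak over basal fluorescence ratio during 140 s after agonist addition; 0% = ACh EC80 plus DMSO and 100% = DMSO alone without agonist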
CHO parental Ca: counter-screen: ATP calcium response change in parental CHO cells; inhibition, % at 5.6 µM; parental CHO-K1, ATP-induced calcium, Fluo-8 fluorescence; 0.63% of 330,000 active;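 active = inhibition above that plate's mean sample inhibition plus 3 SD, cut at about 26% in these data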;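 also: 0% = ATP-challenged DMSO wells and 100% = DMSO wells without ATP; some compounds past the cut are filed as inactive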
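material = parental CHO cells | also added = ATP as calcium-mobilizing challenge | dosing = single point at 5.6 µM | detection = intracellular calcium via Fluo-8 no-wash fluorescent dye | read-out = % inhibition | benchmarks = low control ATP plus DMSO, high control DMSO only | repeats = one well per compound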
CHO-K1 Ca antag: nonselective inhibitor or artifact in parental CHO-K1 cells; ATP-induced calcium, Fluo-8 fluorescence; inhibition, % at 3 µM; 0.6% of 360,000 active; AID 602250;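 active = inhibition above a per-plate cutoff, the plate's mean sample inhibition plus 3 SD, cut at about 24% in these data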;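 also: 0% = DMSO plus EC80 ATP and 100% = DMSO alone without ATP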
OXTR potentiate: potentiates the human oxytocin receptor response | P30559 | CHO-OTR cells, Fluo-8 calcium fluorescence, potentiator mode; 0% = oxytocin EC15, 100% = EC100 | activation, % at 3 µM | 0.061% of 320,000 active | AID 2445;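 active = activation above that plate's cutoff, the mean activation of tested compounds plus 3 SD, cut at about 6.6% in these data, passing the limit was not always enough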;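 also: 100% uses oxytocin at 75 nM as the full agonist control; some results filed as inactive read as strong as hits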
Target sequence (P30559 whole entry, looked up): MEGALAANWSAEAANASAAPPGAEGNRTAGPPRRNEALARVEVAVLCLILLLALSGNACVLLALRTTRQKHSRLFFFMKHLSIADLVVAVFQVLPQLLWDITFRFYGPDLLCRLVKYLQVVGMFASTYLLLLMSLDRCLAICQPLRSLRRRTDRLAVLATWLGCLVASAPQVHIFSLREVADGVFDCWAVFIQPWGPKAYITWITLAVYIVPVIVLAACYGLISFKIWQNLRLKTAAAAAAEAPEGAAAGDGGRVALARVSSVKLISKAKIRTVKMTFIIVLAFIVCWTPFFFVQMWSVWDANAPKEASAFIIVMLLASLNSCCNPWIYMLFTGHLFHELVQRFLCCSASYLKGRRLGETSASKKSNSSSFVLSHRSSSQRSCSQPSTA
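Assay system: CHO cell line stably expressing human OTR | Also added: Oxytocin at about EC15, sub-maximal agonist stimulus | Times: Compound 6 min at room temperature before oxytocin, 100 s read | Measured by: Fluo-8 intracellular calcium fluorescence, ex 470-495, em 515-575 nm | Controls: EC15 oxytocin alone as 0%, 75 nM oxytocin as 100%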
TAAR1 antagonist: antagonists of human TAAR1; CHO RD-HGA16 TAAR1, Fluo-8 calcium fluorescence, antagonist; inhibition, % at 3 µM; 1.5% of 360,000 active;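 active = inhibition above a per-plate cutoff, the mean inhibition of test compounds on that plate plus 3 SD, cut at about 49% in these data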;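 also: 0% = DMSO plus EC80 beta-PEA response and 100% = DMSO alone without agonist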
Target sequence (Q96RJ0 whole entry, looked up): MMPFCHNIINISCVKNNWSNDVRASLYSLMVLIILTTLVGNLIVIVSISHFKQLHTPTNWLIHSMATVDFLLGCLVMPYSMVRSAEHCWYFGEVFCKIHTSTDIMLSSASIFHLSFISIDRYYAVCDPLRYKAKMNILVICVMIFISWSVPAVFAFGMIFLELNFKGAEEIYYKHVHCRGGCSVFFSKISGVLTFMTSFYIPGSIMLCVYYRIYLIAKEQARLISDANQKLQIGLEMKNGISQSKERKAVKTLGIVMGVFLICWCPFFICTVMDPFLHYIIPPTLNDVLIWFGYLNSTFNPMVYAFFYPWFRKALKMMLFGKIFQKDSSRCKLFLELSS
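Assay system: CHO-derived RD-HGA16 cells stably expressing human TAAR1 plus Gα16. Timing: 140 s kinetic read after compound, 140 s after agonist. Technique: kinetic Fluo-8 calcium fluorescence measurement. Measure: % inhibition of agonist calcium response.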
CHRM1 agonist: human M1 muscarinic receptor agonism | CHO-K1 hM1, Fluo-8 calcium fluorescence, agonist mode; 0% DMSO, 100% acetylcholine EC100 | activation, % at 3 µM | P11229 | 0.33% of 360,000 active | AID 588814;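 active = activation above the run's mean compound activation plus 3 SD, cut at about 16% in these data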;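 also: peak over basal fluorescence ratio within a 140 s kinetic read after compound addition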
M1 PAM parental: nonselective activator or artifact in parental CHO-K1 calcium assay | ATP EC20, Fluo-8 calcium fluorescence; 0% at ATP EC20, 100% at ATP max | 0.02% of 360,000 active | activation, % at 3 µM;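 active = activation above the run cutoff, the mean activation of all test compounds plus 3 SD, cut at about 40% in these data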;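 also: peak over basal fluorescence ratio in a 140 s read after ATP addition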
TAAR1 ag: agonists of human TAAR1. 0.99% of 360,000 active. activation, % at 3 µM. CHO RD-HGA16 TAAR1, Fluo-8 calcium fluorescence; vehicle wells 0%, saturating PEA agonist 100%. Q96RJ0;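 active = activation above the mean activation of all test compounds in the run plus 3 SD, cut at about 38% in these data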
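test system = CHO RD-HGA16 cells carrying human TAAR1 plus Gα16 | schedule = 17-24 h seeding, 75 min 37 °C dye, 30 min RT | compound dosing = 3 µM single concentration | control set = DMSO and PEA EC100 | replicates = n 1 | signal = Fluo-8 fluorescence, 5 s baseline then 140 s kinetic read | measure = percent activation vs PEA EC100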
Numbers without * were called inactive; . = no result given. Random draw from the library; 4.2% or so of the library scored in one or more.

No.	SMILES	CHRM1 antagonist	TAAR1 antagonist	CHO-K1 Ca antag	TAAR1 ag	CHO parental Ca	OXTR potentiate	CHRM1 agonist	CHO-K1 Ca ag	M1 PAM parental
1	CCC(C)N(C(=O)c1csnn1)C(C(=O)NC1CCCC1)c1ccc(F)cc1 (stereo not given)	7	5	-7	3	-14	-6	-4	0.3	-3
2	COC(C[C@H](O)C[C@H](O)[C@@H](C)OCc1ccccc1)OC	13	5	-1	0	-8	-3	-2	0.0	-19
3	COC(=O)[C@]12CCCCC=C1N(Cc1ccc(Cl)cc1Cl)C(=O)[C@H](CC(=O)NCc1ccccc1)C2	.	9	1	-1	.	.	.	1.3	6
4	CCN(C1CCS(=O)(=O)C1)S(=O)(=O)c1ccc(Cl)s1 (stereo not given)	-6	-3	0	1	.	.	-3	0.7	-5
5	COc1ccc(-n2nc(C(=O)NCC(=O)N3CCCCCC3)c3ccccc3c2=O)cc1OC	-9	6	-9	7	-21	-7	-3	5.7	15
6	CCN1CCN(C(=O)c2cc(-c3cccnc3)nc3ccc(Br)cc23)CC1	7	43	6	18	-5	-3	-1	4.8	5
7	Cc1ccc(C(C)C)c(OCC(=O)NN2C(=O)c3ccccc3C2=O)c1	2	-9	-1	2	-15	-11	-1	0.5	5
8	CCOC(=O)c1c(C)[nH]c(C(=O)OCc2nc3ccsc3c(=O)[nH]2)c1C	-8	15	-14	6	.	.	-3	2.8	15
9	Cc1ccc(-c2nn(-c3ccccc3)cc2C(=O)N2CCN(c3ccccn3)CC2)cc1	1	-10	-2	2	-37	-4	-4	1.2	13
10	Cc1cc(C2C(C#N)=C(N)OC3=C2C(=O)CCC3)c(C)s1 (stereo not given)	5	9	1	2	-1	-6	-6	0.2	15
11	Cc1ccc(CNC(=O)/C=C/c2ccc(S(=O)(=O)NCc3ccco3)cc2)cc1	-13	11	-13	4	8	-2	-6	1.7	11
12	Cc1ccccc1Oc1ccc2c(c1)[C@@H]1C[C@H](N(C)C(=S)Nc3ccc(F)cc3)[C@H]([C@H](C)O)C(=O)N1CC2	-9	-45	0	18	.	.	0	0.8	4
13	Cc1cc(C(=O)O)cc(Br)c1N	0	-10	-3	0	11	-6	-10	0.2	18
14	COc1ccc(N2CC(NS(=O)(=O)c3cccnc3)CC2=O)cc1 (stereo not given)	-7	-7	-2	0	6	-3	-3	0.8	12
15	CCc1ccc(NC(=O)Nc2ccsc2C(=O)OC)cc1	0	16	5	-2	-10	-6	-5	0.9	-12
16	O=C(NCC1CCCO1)c1cccc(N2C(=O)C3C4C=CC(C4)C3C2=O)c1 (stereo not given)	-11	-12	-4	10	8	-3	-1	0.4	14
17	CCN1CC2=C(OC(N)=C(C#N)C2c2cccs2)/C(=C\c2cccs2)C1 (stereo not given)	6	46	-16	8	-13	-13	-7	5.4	8
18	CCOc1cc2c(cc1OCC)C(c1ccc(O)c(OC)c1)NCC2 (stereo not given)	-1	8	12	0	.	.	8	-0.1	-7
19	O=c1c2ccccc2nc(-c2ccccc2)n1CCCn1ccnc1	3	-9	-5	19	-13	-5	-4	-0.1	4
20	O=C(NCc1nc2ccccc2[nH]1)c1ccccc1F	-11	4	-8	1	-3	2	-2	1.4	5
21	COC(=O)C(NC(=O)c1ccc(F)cc1)(Nc1nc(C)cs1)C(F)(F)F (stereo not given)	-2	6	-7	6	-20	-5	-3	0.1	17
22	COc1ccc(-c2[nH]ncc2C=O)cc1OC	-2	15	-7	-1	0	0	-6	4.7	20
23	CC1=C(C(=O)OCc2ccc([N+](=O)[O-])cc2)N2C(=O)C(NC(=O)Cc3ccccc3)C2SC1 (stereo not given)	-2	-15	-4	9	-1	-12	-5	0.2	5
24	O=C(Nc1ccnn1C1CCN(C(=O)c2cnsn2)CC1)c1cccc(F)c1	-11	-17	-4	4	-14	-3	-2	0.1	-2
25	Cc1ccc(NC(=O)Nc2ccc(F)cc2)cc1Cl	11	27	26*	18	41*	-12	3	12	-6
26	Cc1ccccc1NC(=S)NCc1cccn1C	-8	-17	-2	0	-10	-5	-6	0.4	4
27	COc1ccc(C(=O)NC(=S)N2CCN(c3ccccc3OC)CC2)cc1OC	-11	-29	13	0	-25	2	-5	-0.9	-24
28	c1ccc(CC(Cc2ccccc2)c2ccccn2)cc1	-14	1	-2	1	.	.	-5	-0.4	-3
29	COc1ccc(CCC(=O)OCC(=O)Nc2ccccc2)cc1	-3	0	-8	4	2	-3	-3	0.5	-4
30	Cc1cc2c(=O)n(C)c(SCC(=O)NCC3CCCO3)nc2s1 (stereo not given)	-4	-12	-20	10	.	.	-4	0.8	18

Reformatted: 16 of the compounds above.
Every second line gives: CHRM1 antagonist, TAAR1 antagonist, CHO-K1 Ca antag, TAAR1 ag, CHO parental Ca, OXTR potentiate, CHRM1 agonist, CHO-K1 Ca ag, M1 PAM parental
(12) Cc1ccccc1Oc1ccc2c(c1)[C@@H]1C[C@H](N(C)C(=S)Nc3ccc(F)cc3)[C@H]([C@H](C)O)C(=O)N1CC2
→ -9, -45, 0, 18, ., ., 0, 0.8, 4
(13) Cc1cc(C(=O)O)cc(Br)c1N
→ 0, -10, -3, 0, 11, -6, -10, 0.2, 18
(14) COc1ccc(N2CC(NS(=O)(=O)c3cccnc3)CC2=O)cc1 (stereo not given)
→ -7, -7, -2, 0, 6, -3, -3, 0.8, 12
(15) CCc1ccc(NC(=O)Nc2ccsc2C(=O)OC)cc1
→ 0, 16, 5, -2, -10, -6, -5, 0.9, -12
(16) O=C(NCC1CCCO1)c1cccc(N2C(=O)C3C4C=CC(C4)C3C2=O)c1 (stereo not given)
→ -11, -12, -4, 10, 8, -3, -1, 0.4, 14
(17) CCN1CC2=C(OC(N)=C(C#N)C2c2cccs2)/C(=C\c2cccs2)C1 (stereo not given)
→ 6, 46, -16, 8, -13, -13, -7, 5.4, 8
(18) CCOc1cc2c(cc1OCC)C(c1ccc(O)c(OC)c1)NCC2 (stereo not given)
→ -1, 8, 12, 0, ., ., 8, -0.1, -7
(19) O=c1c2ccccc2nc(-c2ccccc2)n1CCCn1ccnc1
→ 3, -9, -5, 19, -13, -5, -4, -0.1, 4
(20) O=C(NCc1nc2ccccc2[nH]1)c1ccccc1F
→ -11, 4, -8, 1, -3, 2, -2, 1.4, 5
(21) COC(=O)C(NC(=O)c1ccc(F)cc1)(Nc1nc(C)cs1)C(F)(F)F (stereo not given)
→ -2, 6, -7, 6, -20, -5, -3, 0.1, 17
(22) COc1ccc(-c2[nH]ncc2C=O)cc1OC
→ -2, 15, -7, -1, 0, 0, -6, 4.7, 20
(23) CC1=C(C(=O)OCc2ccc([N+](=O)[O-])cc2)N2C(=O)C(NC(=O)Cc3ccccc3)C2SC1 (stereo not given)
→ -2, -15, -4, 9, -1, -12, -5, 0.2, 5
(24) O=C(Nc1ccnn1C1CCN(C(=O)c2cnsn2)CC1)c1cccc(F)c1
→ -11, -17, -4, 4, -14, -3, -2, 0.1, -2
(25) Cc1ccc(NC(=O)Nc2ccc(F)cc2)cc1Cl
→ 11, 27, 26*, 18, 41*, -12, 3, 12, -6
(26) Cc1ccccc1NC(=S)NCc1cccn1C
→ -8, -17, -2, 0, -10, -5, -6, 0.4, 4
(27) COc1ccc(C(=O)NC(=S)N2CCN(c3ccccc3OC)CC2)cc1OC
→ -11, -29, 13, 0, -25, 2, -5, -0.9, -24

More records.
No.	SMILES	CHRM1 antagonist	TAAR1 antagonist	CHO-K1 Ca antag	TAAR1 ag	CHO parental Ca	OXTR potentiate	CHRM1 agonist	CHO-K1 Ca ag	M1 PAM parental
31	CCN(CC)C(=O)c1nc[nH]c1C(=O)N1CCN(C(=O)OC(C)(C)C)CC1	0	6	-3	4	-2	-1	-4	0.0	-5
32	Cc1noc(C)c1C(=O)OCC(=O)NCc1ccc(Cl)cc1	-6	3	-2	0	-10	1	-3	-0.1	21
33	C=C(C)C1CC=C(C)/C(=N/NC(=O)COc2ccccc2C)C1 (stereo not given)	-6	12	-7	5	-33	-16	-10	1.6	19
34	CCOC(=O)c1[nH]c2ccccc2c1NC(=O)CCN1CC(C)OC(C)C1 (stereo not given)	-17	-6	-5	4	-2	-12	-5	-0.1	16
35	C=CCNC(=O)c1ccc(C2SCC(=O)N2Cc2ccccc2)cc1 (stereo not given)	16	-26	-10	2	-8	1	-7	1.7	13
36	CS(=O)(=O)N(CC(=O)N1CCOCC1)c1ccccc1	-17	1	0	0	-4	-3	-1	-0.5	-2
37	COc1ccc(C(=O)N[C@H](C(=O)NCCc2ccc3c(c2)OCCO3)C(C)C)cc1	-8	-3	-7	-1	-26	3	-5	2.6	22
38	CCN(C(=O)COC(=O)c1n[nH]c2ccccc12)c1ccccc1	0	-1	15	2	-9	-7	2	0.1	-20
39	COc1ccc(CCNC(=O)Nc2nc(C(N)Cc3ccccc3)cs2)cc1OC (stereo not given)	-11	-7	-13	8	.	.	3	2.0	23
40	COc1coc(/C=C/C(=O)O)cc1=O	-11	-24	-4	10	-8	-8	-1	0.2	14
41	N#Cc1ccc(C(=O)OCc2cccc(S(=O)(=O)N3CCOCC3)c2)cc1	-6	22	4	2	.	.	1	7.1	2
42	Cc1ccc(Cl)cc1NC(=O)COC(=O)c1ccc(N2CCCC2)c([N+](=O)[O-])c1	.	-3	.	0	-18	0	.	.	.
43	Cc1ccc(C)c(OCC(=O)Nc2nc3ccc([N+](=O)[O-])cc3s2)c1	2	20	2	5	-4	-6	-4	0.0	3
44	CCC1CCCCN1CCNS(=O)(=O)c1ccc2c(c1)CCN2C(C)=O (stereo not given)	-2	-5	-6	1	-10	-7	-6	0.1	6
45	O=C(COC(=O)c1cc(Br)ccc1O)Nc1ccc2c(c1)OCO2	-12	70*	-9	75*	-9	-10	0	5.0	18
46	CC1Cc2ccccc2N1CC(=O)c1c(N)n(Cc2ccccc2)c(=O)n(C)c1=O (stereo not given)	7	0	-7	2	9	-1	-11	3.6	22
47	Cc1ccc(-n2c(C)cc(/C=C3/C(=N)N4C(c5ccccc5)=CSC4=NC3=O)c2C)cc1	-1	2	-13	0	2	0	-8	0.3	19
48	CC1CCCC(C)N1C(=O)COC(=O)CNC(=O)c1sc2ccccc2c1Cl (stereo not given)	-6	-27	18	6	5	-16	-2	19*	-16

Screening results: PubChem, The Scripps Research Institute Molecular Screening Center
